GPR151 activ = activates the human receptor GPR151; Q8TDV0; PathHunter beta-arrestin GPR151 cells, luminescence; activation, % at 11.2 µM; hit rate 1% among 650,000; AID 1508602; in the data active means activation above about 4.9%;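 further: 0% = median of compound wells and 100% = cells with positive control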
Target sequence (Q8TDV0 whole entry, looked up): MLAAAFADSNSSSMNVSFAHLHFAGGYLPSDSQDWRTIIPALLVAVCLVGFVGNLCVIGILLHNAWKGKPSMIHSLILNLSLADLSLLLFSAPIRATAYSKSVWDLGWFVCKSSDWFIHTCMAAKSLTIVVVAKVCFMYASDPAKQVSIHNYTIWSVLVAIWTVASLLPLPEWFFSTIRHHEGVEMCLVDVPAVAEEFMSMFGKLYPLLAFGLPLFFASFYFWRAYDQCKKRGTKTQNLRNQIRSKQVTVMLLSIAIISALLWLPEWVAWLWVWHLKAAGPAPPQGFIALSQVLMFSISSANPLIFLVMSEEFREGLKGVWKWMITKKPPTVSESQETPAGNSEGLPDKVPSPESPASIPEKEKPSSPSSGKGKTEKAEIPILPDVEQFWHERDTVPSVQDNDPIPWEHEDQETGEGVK
TEAD-YAP block = TEAD-YAP interaction inhibition. HEK-TIYL cells, TEAD-Gal4/YAP UAS-luciferase luminescence. inhibition, % at 9.12 µM. hit rate 1.4% among 640,000; in the data active means inhibition above about 32%;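 further: 0% = median of test compound wells and 100% = reference inhibitor wells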
FBW7 activator = human FBW7 E3 ligase activation, primary screen; Q969H0; AlphaScreen FBW7–phospho-cyclin E peptide binding, activator screen; normalized activity (activation), % at 26.1 µM; hit rate 0.13% among 650,000; in the data active means normalized activity above about 1.9%;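 further: purified mutant Fbw7 with reduced substrate affinity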
MITF primary = blocks human microphthalmia-associated transcription factor; O75030; AlphaScreen MITF homodimerization, bead proximity signal; inhibition, % at 2.6 µM; hit rate 0.91% among 650,000; AID 1259374; in the data active means inhibition above about 50%;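 further: 0% = vehicle wells with protein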
Target sequence (O75030 whole entry, looked up): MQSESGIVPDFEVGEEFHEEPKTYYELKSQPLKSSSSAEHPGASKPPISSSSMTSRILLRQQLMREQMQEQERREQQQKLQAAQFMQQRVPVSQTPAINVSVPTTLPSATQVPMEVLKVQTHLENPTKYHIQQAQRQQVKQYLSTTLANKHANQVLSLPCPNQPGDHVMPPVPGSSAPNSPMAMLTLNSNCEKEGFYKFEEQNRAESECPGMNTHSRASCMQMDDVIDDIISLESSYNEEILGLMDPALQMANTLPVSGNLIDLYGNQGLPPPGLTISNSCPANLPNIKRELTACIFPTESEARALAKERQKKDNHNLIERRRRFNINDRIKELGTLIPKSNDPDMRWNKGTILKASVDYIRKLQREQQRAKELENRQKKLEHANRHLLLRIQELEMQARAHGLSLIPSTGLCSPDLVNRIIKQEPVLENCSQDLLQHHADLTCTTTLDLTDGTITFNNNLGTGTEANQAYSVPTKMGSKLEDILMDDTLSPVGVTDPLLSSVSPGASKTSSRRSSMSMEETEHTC
An asterisk follows results filed as active.

SMILES	GPR151 activ	TEAD-YAP block	FBW7 activator	MITF primary
CCC(C)(C(=O)NC1CCCC1)N(Cc1ccco1)C(=O)c1ccc2c(c1)OCO2 (stereo not given)	0.3	0	0.1	3
CCN1C(=O)c2cccc3c(NC(=O)c4ccc(S(=O)(=O)N5CCCC5)cc4)ccc1c23	0.0	11	0.0	-3
COc1ccc(CN2CCN(C(=O)c3ccccc3)CC2)cc1Br	-1.9	6	0.0	46
NNC(=O)c1c(O)c2ccccc2[nH]c1=O	0.8	0	0.1	13
Cn1c(=O)c2c(SCC(=O)N3CCCC3)nc(-c3cccs3)nc2n(C)c1=O	-0.9	3	0.7	1
Cc1cc(C)c(NC(=O)CN(C2CCCCC2)S(C)(=O)=O)c(C)c1	1.1	6	-0.3	10
Cc1cc(OCC(=O)Nc2ccc(NC(=O)c3ccc(C(C)(C)C)cc3)cc2)cc(C)c1Cl	0.6	6	0.0	5
O=C(Cn1cc2c(n1)CCCC2)N1CCCc2ccccc21	0.0	1	-0.1	10
O=C(O)C1CC=CCC1C(=O)Nc1ccc(F)cc1F (stereo not given)	1.3	-7	0.1	15
CCOC(=O)N1CCc2c(sc3c2C(=O)NC(/C=C\c2ccccc2)N3)C1 (stereo not given)	0.7	51*	-0.1	-10
N#Cc1c(NC(=O)CN2CCOCC2)oc(-c2ccccc2)c1-c1ccccc1	-1.8	2	0.1	17
CCOc1ccc(NC(=O)COc2ccc(OC)cc2)cc1	0.3	-7	0.0	-14
CCOc1cn2c(cc1=O)C(=O)N(CCNC(=O)c1ccccc1SCC)CC2	-1.3	11	0.7	19
O=S(=O)(Cc1ccccc1)Nc1cc(Cl)c(Cl)cc1Cl	-2.7	-5	0.5	3
COc1cccc(/C=N/NC(=O)/C(=C/C=C/c2ccccc2)NC(=O)c2ccccc2)c1O	-2.2	27	-0.1	0
COc1ccc(-c2cc(C(=O)N3CCc4ccccc4C3)no2)cc1OC	1.0	8	0.0	-9
COc1ccc(C2C(C(=O)/C=C/c3ccco3)=C(O)C(=O)N2CCCN2CCOCC2)cc1 (stereo not given)	-0.5	3	0.0	2
CCCCOc1cccc(C(=O)Nc2ccc3oc(-c4ccncc4)nc3c2)c1	-1.1	3	0.7	11
Cc1ccc(Cl)cc1NC(=O)c1ccc(N(C)C)cc1	0.2	-53	0.0	5
CCc1ccc(OCC(=O)N(C)Cc2ccccc2)cc1	1.7	-48	-0.1	1
O=C(c1ccsc1)N1CCC2(CC1)CC2C(=O)N1CCN(C/C=C/c2ccccc2)CC1 (stereo not given)	1.3	18	0.1	-21
CN(C)c1ccc(CN(Cc2ccco2)C(=O)Cn2cnc3sc4c(c3c2=O)CCCC4)cc1	0.5	2	0.0	17
CC(=O)Nc1cccc(-c2csc(Nc3ccc(O)cc3)n2)c1	-0.5	-75	-0.3	-6
O=C1N/C(=C\c2ccc(Br)s2)C(=O)N1Cc1ccc(Cl)cc1	-0.2	4	0.1	16
CCN(CC)C(=O)C1CCCN(c2cccc(C(=O)NC3CC3)n2)C1 (stereo not given)	-0.2	3	0.2	-3
CCOC(=O)C1=C(C)N=c2s/c(=C\c3c[nH]c4ccccc34)c(=O)n2C1c1ccc(OCC)c(OCC)c1 (stereo not given)	-1.5	-7	0.8	11
CC(=O)/C(Sc1nnc(-c2ccc(Cl)cc2)n1-c1ccccc1)=C(/C)O	-0.1	10	0.0	-10
COc1ccc(C(C)C)cc1S(=O)(=O)N1CCN(C)CC1	-0.6	5	0.2	8
O=C(Cc1ccccc1Cl)Nc1cccc(-c2ccn[nH]2)c1	1.4	5	0.1	4
Cc1ccc(NC(=O)CCCCC(=O)Nc2ccc(C)c(Br)c2)cc1Br	-0.9	9	0.0	4
O=C(Nc1ccc(N2CCOCC2)cc1)c1ccc2nc(Br)sc2c1	1.4	-19	0.2	8
COc1ccc(N2C(=O)CSC2c2ccc(OC(F)F)cc2)cc1 (stereo not given)	1.0	-12	0.6	-3
Cc1ccc(C)c(NS(=O)(=O)c2cc(C(=O)NCCCOC(C)C)ccc2C)c1	1.9	-2	-0.1	10
O=C(Nc1ccc(Br)cc1)c1cc(S(=O)(=O)NCC2CCCO2)ccc1F (stereo not given)	0.5	6	0.1	-4
CCCCNS(=O)(=O)c1ccc2[nH]c3nc(SCC(=O)NCCC(C)C)nnc3c2c1	0.6	2	-0.1	7
CC(=O)Nc1ccccc1NC(=O)c1cc(C)cc(C)c1	2.5	3	0.1	6
CCc1c(C)sc(NC(=O)c2ccc(OC(C)C)cc2)c1C(N)=O	0.5	-11	0.0	-8
Cc1ccc(/C=N\Nc2cn[nH]c(=O)c2Cl)o1	-1.5	-16	0.1	-1
Cc1cc(C)c(NC(=O)c2ccoc2C)c(C)c1	3.6	1	0.3	2
Nc1c(C(=O)c2ccc(Cl)cc2)sc2nc(-c3ccccc3)cc(-c3ccccc3)c12	-0.3	9	0.1	2
CCS(=O)(=O)N1CCN(C(=O)c2cc(OC)c(OC)c(OC)c2)CC1	0.3	6	0.1	6
Cc1cc(NC(=O)c2ccc(Cl)cc2)ncc1NC(=O)C(C)C	-1.2	-23	-0.2	-8
CN(C)CCC(=O)NCC1OCCc2ccccc21 (stereo not given)	-0.1	7	-0.1	-2
CCOC(=O)c1c(NC(C)=O)sc2c1CCN(C(C)=O)C2	0.0	15	0.8	18
Cc1ccc(S(=O)(=O)NC(=NC(C)C(=O)O)c2ccccc2)cc1 (stereo not given)	0.2	0	0.1	-5
Cc1ccsc1C(=O)Nc1nc2ccc(S(C)(=O)=O)cc2s1	-12	62*	-0.1	3
C=COCCNC(=O)Nc1ccccc1OC	0.3	4	0.0	-3
N#C/C(=C(/O)c1cc(-c2ccccc2)nc2ccccc12)c1nc2ccccc2[nH]1	1.8	2	0.0	0

An excerpt from above in order of formula weight, descending.
SMILES	GPR151 activ	TEAD-YAP block	FBW7 activator	MITF primary
Nc1c(C(=O)c2ccc(Cl)cc2)sc2nc(-c3ccccc3)cc(-c3ccccc3)c12	-0.3	9	0.1	2
Cc1cc(NC(=O)c2ccc(Cl)cc2)ncc1NC(=O)C(C)C	-1.2	-23	-0.2	-8
C=COCCNC(=O)Nc1ccccc1OC	0.3	4	0.0	-3

More compounds
SMILES	GPR151 activ	TEAD-YAP block	FBW7 activator	MITF primary
COc1ccc(Cl)cc1NC(=O)Nc1c(C)nc2cc(C)ccn2c1=O	0.7	-3	0.0	-10
CC1=C(C(=O)OCCOC(C)C)C(c2ccc(N(C)C)cc2)NC(=O)N1 (stereo not given)	0.5	4	0.3	11
CCc1ccc(C(=O)c2cnc3ccc(OC)cc3c2N2CCC(C(N)=O)CC2)cc1	-1.7	-2	0.0	4
CC1(C)Cc2[nH]c(=S)c(C#N)cc2CO1	1.3	-2	0.4	-11
COc1cc(OC)c(/C=N/NC(=O)c2ccncc2)cc1Br	1.4	9	-0.1	-3
CCC(=O)Nc1ccc(C(=O)N2CCN(c3cccc(C(F)(F)F)c3)CC2)cc1	0.2	0	-0.1	25
O=C(Nc1cc(NC(=O)c2cc(Cl)ccc2Cl)ccc1Cl)c1ccccc1	-0.1	4	-0.3	-2
COc1cc(C(=O)Nc2ccc(S(=O)(=O)N3CCCCC3)cc2)cc(OC)c1OC	-0.7	16	0.1	1
COc1ccc(-c2ccc3c(OC)ccc(OC)c3n2)cc1	0.1	-61	0.0	-11
O=C1CC(c2nc3ccccc3[nH]2)CN1Cc1ccccc1 (stereo not given)	1.9	-2	0.1	-15
Clc1ccc(-c2nnc3n2N=C(c2ccccc2)CS3)cc1	-0.7	3	0.1	6
O=C(Nc1ccccc1)c1cccnc1	-0.4	-6	0.0	4
CCC1=NN2C(=N)/C(=C/c3cc(Cl)c(OCCOc4ccccc4C)c(OC)c3)C(=O)N=C2S1	1.7	0	0.0	8
Cc1ccc2oc(C(=O)Nc3ccc(S(=O)(=O)Nc4ncccn4)cc3)c(C)c2c1	2.0	0	-0.1	9
Cc1ccccc1-c1nnc(CN2CCN(c3ccccn3)CC2)o1	0.6	3	0.0	-10
NS(=O)(=O)c1ccc(CCNC(=O)c2ccc(Br)s2)cc1	1.3	-7	0.0	14
CC(C)C(=O)N1CCN(c2ccc(NC(=O)CCc3ccccc3)cc2)CC1	0.0	7	0.0	3
CCOC(=O)C1CCN(C(=O)CN(c2ccc3c(c2)OCCO3)S(C)(=O)=O)CC1	2.4	3	-0.1	0
Cc1nc(N2CCCCC2C)c2c(C)c(C(=O)N3CCCC3)sc2n1 (stereo not given)	0.7	-10	-0.2	3
CCN(CC)C(=S)SCC(=O)N1c2ccccc2C(C)=CC1(C)C	1.2	-6	0.1	-3
Cc1cc(C)nc(SCc2cc(=O)c(OC(=O)Cc3ccc([N+](=O)[O-])cc3)co2)n1	-2.0	-2	-0.2	-21
COc1ccccc1NC(=O)c1cc(S(=O)(=O)N2CCCc3ccccc32)ccc1F	-1.3	2	0.1	-16
Cc1cc(-c2nnc(CCC(=O)NCCC3=CCCCC3)o2)no1	0.5	-5	0.0	5
COC(=O)NC(CN1CCCCC1)c1ccccc1 (stereo not given)	-1.0	7	0.1	5

A draw from above in order of heavy-atom count, high to low.
SMILES	GPR151 activ	TEAD-YAP block	FBW7 activator	MITF primary
CCC1=NN2C(=N)/C(=C/c3cc(Cl)c(OCCOc4ccccc4C)c(OC)c3)C(=O)N=C2S1	1.7	0	0.0	8
COc1ccccc1NC(=O)c1cc(S(=O)(=O)N2CCCc3ccccc32)ccc1F	-1.3	2	0.1	-16
COc1cc(C(=O)Nc2ccc(S(=O)(=O)N3CCCCC3)cc2)cc(OC)c1OC	-0.7	16	0.1	1
CCOC(=O)C1CCN(C(=O)CN(c2ccc3c(c2)OCCO3)S(C)(=O)=O)CC1	2.4	3	-0.1	0
CC(C)C(=O)N1CCN(c2ccc(NC(=O)CCc3ccccc3)cc2)CC1	0.0	7	0.0	3
Cc1nc(N2CCCCC2C)c2c(C)c(C(=O)N3CCCC3)sc2n1 (stereo not given)	0.7	-10	-0.2	3
CCN(CC)C(=S)SCC(=O)N1c2ccccc2C(C)=CC1(C)C	1.2	-6	0.1	-3
Clc1ccc(-c2nnc3n2N=C(c2ccccc2)CS3)cc1	-0.7	3	0.1	6
NS(=O)(=O)c1ccc(CCNC(=O)c2ccc(Br)s2)cc1	1.3	-7	0.0	14
COC(=O)NC(CN1CCCCC1)c1ccccc1 (stereo not given)	-1.0	7	0.1	5
O=C(Nc1ccccc1)c1cccnc1	-0.4	-6	0.0	4

Other results.
SMILES	GPR151 activ	TEAD-YAP block	FBW7 activator	MITF primary
CCOc1ccc2nc3sc(C(=O)Nc4ccc5c(c4)OCCO5)c(N)c3cc2c1	0.2	-7	0.1	4
Cc1ccc2[nH]c(=O)c(CN(CCO)S(=O)(=O)c3c(C)ccc4nsnc34)cc2c1	0.1	-7	-0.2	-10
COc1cc(OC)nc(C(=O)N2CCN(C(c3ccccc3)c3ccccc3)CC2)n1	-0.6	-4	0.1	2
Cc1ccccc1Cn1cnc(-c2ccc(F)cc2)cc1=O	4.7	-8	-0.2	-5
Clc1ccccc1C(c1nnnn1Cc1ccco1)N1CCN(Cc2ccco2)CC1 (stereo not given)	-0.5	8	-0.2	11
Cc1cc(C)c2cc(C#N)c(NCCNC(=O)c3cnccn3)nc2c1	1.2	0	0.1	-1
CC(=O)c1cccc(NC(=O)Nc2ccccc2C(N)=O)c1	-4.6	16	-0.2	-24
O=C(CSc1nc2[nH]ncc2c(=O)n1-c1ccccc1Br)NCc1ccco1	-2.6	-12	-0.1	-12
COCCNc1ccnc2c(-c3ccc(F)c(Cl)c3)cnn12	0.0	-1	1.9*	2
COc1ccc(N=Cc2c(C)[nH]n(-c3ccc(C)c(C)c3)c2=O)c([N+](=O)[O-])c1	-1.3	2	0.1	6
O=C(Nc1ccccc1)c1cccs1	-1.1	-14	0.3	17
COc1cc([N+](=O)[O-])ccc1NC(=O)COC(=O)c1c2c(nc3ccccc13)CCC2	0.5	2	-0.2	6
CC(C)CCNC(=O)CC1(CC2=NS(=O)(=O)c3ccccc3N2)CCCC1	-0.3	7	0.7	8
Cc1cccc(Oc2ccc(S(=O)(=O)Nc3ccc(C(=O)O)cc3)cc2)c1	-0.9	11	0.7	5
CN(CCn1cccn1)Cc1ccc(C(=O)NC2CCCc3ccccc32)c(=O)[nH]1 (stereo not given)	0.8	0	0.0	-9
CC(C)(C)c1ccc(S(=O)(=O)NCc2ccc(C(=O)NCc3ccco3)cc2)cc1	-0.2	3	0.0	-4
Cc1nc(CCNC(=O)Cn2nnnc2CN(C)C(C)C)nc2c1CCC2	0.2	2	0.1	13
NS(=O)(=O)c1ccc(CNC(=S)NC2CCCCC2)cc1	0.7	7	0.9	11
COc1cc(/C=C2/C(=N)N3N=C(C(C)C)SC3=NC2=O)cc(Cl)c1OCCOc1ccc(C)c(C)c1	0.4	-36	-0.1	-1
CCn1c(C2CCN(Cc3ccccc3)CC2)n[nH]c1=S	0.7	1	0.0	-3
CCOC(=O)C1(CC2CCCCO2)CCN(S(=O)(=O)c2c(C)noc2C)CC1 (stereo not given)	-0.4	-7	0.0	1
COc1cccc(C(=O)NC(=S)Nc2ccccc2)c1	-0.4	-32	-0.1	-2
COc1cccc(Nc2ccc(C(=O)O)cc2N)c1	-0.7	-70	0.1	10
COC(=O)C1C(=O)NCC1c1ccc(C)cc1 (stereo not given)	-1.3	9	1.1	5
NC(=O)CSc1nsc(SCC(N)=O)n1	2.3	0	0.1	6
COC(=O)c1cc(NC(=O)CCc2c(C)nc3nc(C)nn3c2C)cc(C(=O)OC)c1	-0.8	-12	0.5	23
COc1cc(C2C(C#N)=C(N)Oc3c2c(C)nn3-c2ccc(C)cc2)ccc1OCC(N)=O (stereo not given)	-1.0	10	-0.3	16
COc1ccc(CCNc2nc(Nc3nc4ccccc4n3C)ncc2C)cc1	0.0	9	-0.2	8
CCSc1nnc(NC(=O)CC(C)C)s1	-0.8	3	0.0	6

Source: PubChem
